Hsp70 inhibitors = Hsp70 inhibitors, probe displacement, primary screen, biochemical, fluorescence polarization (AID 583); displacement, % at 20 µM; hits with a dose series show IC50 in µM; Hsp70 fluorescence polarization probe displacement, mP; higher % means a stronger effect; 0.06% of 140,000 active; in the data active = displacement above about 50%;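 also: plate controls were vehicle for no effect and reference ligand for full effect; a part of the inactive calls stands beside numbers as strong as those of hits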
MKP-3 inhibition = MKP-3 phosphatase inhibitors, primary screen, biochemical, rat enzyme, in vitro (AID 425) | recombinant MKP-3 phosphatase activity, fluorescence; higher % means a stronger effect | inhibition, % at 20 µM; hits with a dose series show IC50 in µM | 0.17% of 110,000 active; in the data active = inhibition above about 50%;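 also: plate controls were vehicle for no effect and reference inhibitor for full effect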
Active calls of the source: *; . = no result given; & = joins results of further samples.

Hsp70 inhibitors | MKP-3 inhibition | mol
11% | 7% | COc1ccc(C(=O)N=Nc2c(O)n(CN(C)C)c3ccc(Br)cc23)cc1
0.9% | -9% | CCOC(=O)C1CCCN(C(=O)c2cn(C)c(=O)c3cc(OC)c(OC)cc23)C1 (configuration not stated)
-1.2% | -6% | CCOC(=O)N1CCC(NC(=O)c2cnn3ccccc23)CC1
-5.2% | 2% | CCCOc1cccc(C(=O)N(Cc2cccs2)C2CCS(=O)(=O)C2)c1 (configuration not stated)
0.4% | -11% | COc1ccc(OC)c(NC(=O)CS(=O)(=O)c2ccccc2)c1
1.1%&-1.5% | 4% | O=C(CCN1C(=O)c2ccccc2C1=O)Nc1cccnc1
6.8% | 0% | O=C(NCc1ccc2c(c1)OCO2)C1CC(=O)N(CCc2ccccc2)C1 (configuration not stated)
7.7% | 1% | Cc1nnc(C)n1/N=C\c1cccc(Br)c1
1.8% | -7% | CC(=O)c1c(OCC(=O)O)ccc2c(C)cc(=O)oc12
-149% | . | COC(=O)\C(C(C)=O)=C(/C=C/C=C/C=C/N(C)C)N(C)C
3.3% | -1% | Cc1ccc(/C=C2\SC(=S)N(c3c(C)n(C)n(-c4ccccc4)c3=O)C2=O)cc1
-6.5% | -1% | COc1ccc(Nc2nc(N)nc(CN3CCc4ccccc4C3)n2)cc1
2.8% | 4% | COc1ccc(NC(=O)c2cc3nc(-c4ccccc4)cc(-c4ccccc4)n3n2)c(OC)c1
-1.6% | -4% | O=C(Cn1nnc(-c2cc(Cl)ccc2-n2cnnn2)n1)N1CCCc2ccccc21
4.4% | -4% | COC(=O)c1ccccc1NC(=O)c1cc(-c2cccc(OC)c2)on1
0.2% | -3% | O=C(CSc1nc2c(c(=O)n1-c1ccccc1)SCC2)N1CCOCC1
151% | 7% | CCCCOC(=O)Cc1c(O)c2ccccc2[nH]c1=O
-6.9% | 3% | COc1ccc(N2C(=O)CC(C3CCCO3)C2=O)cc1 (configuration not stated)
2.5% | 4% | CCOc1ccc(-c2cc(C(=O)Nc3ncccc3C)c3ccccc3n2)cc1
-4.0% | -12% | COC(=O)c1ccc(COc2ccc3c4c(c(=O)oc3c2)CCC4)o1
3.5% | 1% | CCC1(C)CC(CCNCc2ccc(F)cc2)(c2ccc(C)cc2)CCO1 (configuration not stated)
5.4% | . | O=C1NC2(CCCCC2)C(=O)N1c1ccccc1
-1.0% | -5% | CN(C)S(=O)(=O)c1cccc(-c2cn3ccccc3n2)c1
1.6% | . | Nc1nnnn1/N=C/c1ccc(O)cc1
3.1% | . | CCN1C(=O)C2(C(C#N)=C(N)Oc3n[nH]c(-c4ccccc4)c32)c2ccccc21 (configuration not stated)
-72% | 7% | CC(=O)NC1=NC(=O)/C(=C\c2ccc(-c3ccc(C(=O)O)cc3)o2)S1
2.6% | 0% | Cc1cc(=O)oc2cc(OC(=O)c3ccc([N+](=O)[O-])cc3Cl)ccc12
4.9% | 0% | Cc1cccc(/C=C2/SC(=O)N(CN3CCCCC3)C2=O)c1
1.3% | . | COc1ccccc1NC(=O)N(CCN1CCCC1)Cc1cc2cc(C)ccc2[nH]c1=O
2.5% | -5% | Cc1cc2c(nn1)CCc1nonc1-2
2.1% | -7% | Nc1c(C(=O)OCC2CCCO2)c2nc3ccccc3nc2n1C1CCCC1 (configuration not stated)
2.7% | -14% | CCn1c(C)c(C(C)=O)c(N2CCN(C(=O)c3ccco3)CC2)nc1=S
-0.5% | 0% | CCC1(c2ccccc2)C(=O)N(C(=O)c2ccccc2)C(=O)N(C(=O)c2cc(OC)c(OC)c(OC)c2)C1=O (configuration not stated)
0.3% | . | O=C(CSc1nnc(-c2ccccc2)n1C1CCCCC1)Nc1ccc(S(=O)(=O)Nc2ccccn2)cc1
-6.2% | 6% | Cc1ccc(S(=O)(=O)C2(C(=O)N3CCN(C4CCCCC4)CC3)CC2)cc1
1.4% | . | O=C(Nc1ccccc1)N(Cc1ccccc1)C1=NCCS1
-3.8% | . | CC(C)n1nc(C(=O)Nc2nnc(SCc3c(Cl)cccc3Cl)s2)c2ccccc2c1=O
-2.1% | 3% | COc1cc(C(=O)N2CC(C)OC(C)C2)c([N+](=O)[O-])cc1OC (configuration not stated)
-6.0% | 2% | CCC(=O)N1C(C(=O)O)CSC1c1ccc(OC)cc1 (configuration not stated)
0.9% | 5% | O=C(O)c1ccc(-c2ccc(OC(F)(F)F)cc2)o1
-0.2% | . | O=C(NC1CCCC1)C(c1cccnc1)N(C(=O)c1csnn1)C1CCCC1 (configuration not stated)
3.2% | 5% | COc1ccc(C(=O)NNC2=C(C(=O)C(F)(F)F)CCC2)cc1
-0.1% | . | N#Cc1c2n(c3c(=S)nc[nH]c13)CCCCC2
-1.7% | . | Cc1ccc(S(=O)(=O)n2nc(C)cc2C)cc1
0.3% | . | O=C(C1CCC1)N1CCc2cc(S(=O)(=O)NCc3ccccn3)ccc21
6.5% | -8% | COc1ccc(S(=O)(=O)Nc2ccccc2SC)cc1C
-3.5% | -10% | O=C(NCCn1ccc2ccccc21)c1ccc(S(=O)(=O)N2CCOCC2)cc1
-5.5% | -3% | O=C(c1cc(-c2ccccc2)nc2ccccc12)N1CCN(c2ccccn2)CC1
-2.9% | -1% | N#Cc1c(SCC(N)=O)nc(-c2ccccc2)c2c1CCCC2
-1.7%&2.0% | 4%&4% | O=C(Nc1ccc2c(c1)OCO2)c1cccc(F)c1
-3.2% | 0% | Cc1cc2c(=O)n(Cc3ccco3)c(SCC(=O)c3ccc(Cl)s3)nc2s1
1.6% | . | CCCn1c(C)cc(C(=O)COC(=O)c2cc(S(=O)(=O)NCC(C)C)c(Cl)cc2Cl)c1C
1.5% | -5% | O=C(/C=C/c1ccco1)NCc1ccc2c(c1)OCO2
-4.8% | -10% | COc1ccc(-n2c(C)cc(C(=O)CSc3nnc(-c4ccoc4C)n3C)c2C)cc1
0.2% | 4% | CC1CCc2nn(CC(=O)NCc3ccc4c(c3)OCO4)cc2C1 (configuration not stated)
1.7% | -5% | Cn1c(=O)c2c3c(sc2n2c(SCc4ccc5c(c4)OCO5)nnc12)COC(C)(C)C3
4.9% | -7% | C=C(C)CC1N(c2cccc(OC)c2)C(=O)C2C(C(=O)O)C3C=CC21O3 (configuration not stated)
3.3% | 6% | CCCOc1ccc(C(=O)Nc2ccc(NC(=O)c3ccco3)c(OC)c2)cc1
-4.6% | 5% | Cc1ccccc1-c1cc(C(=O)Nc2ccccc2C(F)(F)F)c2ccccc2n1
-2.7% | 3% | Cn1ncc(Cl)c1C(=O)N(C(=O)c1c(Cl)cnn1C)c1ccccn1

(continued)
Hsp70 inhibitors | MKP-3 inhibition | mol
-3.1% | . | COc1ccccc1NC(=O)NC(=O)N(C(C)C)S(C)(=O)=O
1.4% | -2% | C1=Nc2c(Nc3ccccc3)ncnc2Oc2ccccc21
-7.0% | 7% | CCOC(=O)Nc1ccc(C(=O)Oc2ccccc2)c(O)c1
-0.3% | 3% | CCCc1ccc(-c2nc(-c3ccc(C)cc3)no2)cc1
-2.8% | 0% | COc1ccccc1/C=C1\SC(=S)N(C(C(=O)O)C(C)C)C1=O (configuration not stated)
-1.8% | . | CC(C)(C)N1CC(c2nc3ccccc3n2Cc2ccc(F)cc2)CC1=O (configuration not stated)
4.5% | -2% | O=[N+]([O-])c1cccc(S(=O)(=O)NCc2ccccn2)c1
-4.0% | 3% | CC1CCN(C(=O)/C(=C\c2ccco2)NC(=O)c2ccccc2)CC1
2.1%&0.9% | -1%&0% | CC1(C)CC(=O)c2cnc(NC(=O)Cc3ccc(Cl)cc3)nc2C1
3.4% | -9% | CCn1c(SCC(=O)Nc2nc(-c3ccccc3)cs2)nnc1-c1ccccc1
2.9% | -12% | Cc1cc(C)n2c(SCC(=O)Nc3ccccc3)nnc2n1
-2.3% | -3% | O=C(Nc1cc(C(F)(F)F)ccc1Cl)c1nn2c(c1Br)NC(c1cccs1)CC2C(F)(F)F (configuration not stated)
1.4% | -6% | COc1cccc(S(=O)(=O)N2CCN(c3ccccc3F)CC2)c1
4.8% | -1% | COc1ccc2oc(=O)c(C(=O)Nc3cccc(Cl)c3C)cc2c1
-0.3% | . | COc1ccc(Cn2nc(C)n(N(C)c3ncc(C(F)(F)F)cc3Cl)c2=O)cc1
-3.1% | 3% | COc1cc(CN2CCN(Cc3ccccn3)CC2)cc(OC)c1OC
-4.1% | 0% | COc1cc(/C=C2\SC(=S)N(NC(=O)c3ccc(Br)cc3)C2=O)ccc1O
-2.6% | 4% | O=C(O)C1C2CCC(O2)C1C(=O)N1CCN(c2ccccc2F)CC1 (configuration not stated)
0.9% | . | O=C(Nc1ccccc1N1CCCCC1)c1ccco1
5.1% | 7% | O=C(NCCN1CCCC1)c1ccc2c(=O)n(CCc3ccccc3)c(=O)[nH]c2c1
-3.2% | 3% | Cc1cc(N2C(=O)NC(=O)/C(=C\c3cccc(F)c3)C2=O)ccc1Br
0.9% | 3% | CCCc1cc(C(=O)Cc2ccc(C(=O)OCC)o2)c(O)cc1O
-0.1% | -2% | O=C1NCCCC1C(=O)Nc1ccccn1 (configuration not stated)
. | 7% | CCOc1cccc(NC(=O)c2ccc(S(=O)(=O)N3CCCC3)cc2)c1
-0.3% | -13% | CSCCC(NC(=O)c1ccccc1)c1nc(-c2ccccc2)no1 (configuration not stated)
-1.7% | -5% | O=C1CCCc2c1nn(-c1ccccc1)[n+]2[O-]
0.5% | -9% | CCCCN(C(=O)c1ccco1)c1nnc(-c2cc(OC)c(OC)c(OC)c2)s1
-3.7% | -10% | CSCc1nnc(NC(=O)c2ccc(S(=O)(=O)N(CC(C)C)CC(C)C)cc2)o1
-0.9% | 1% | COc1cccc(NC(=O)CN(c2cccc([N+](=O)[O-])c2)S(=O)(=O)c2ccccc2)c1
5.0% | -4% | CCn1cc(C(=O)NC2CCCCC2)c(=O)c2cc(S(=O)(=O)N(C)C)ccc21
-2.2% | . | COc1ccccc1N1CCN(C(=O)CSc2nc(C)cc(=O)[nH]2)CC1
-1.4% | -4% | CCN(CC)c1ccc(/C=N/n2c(=S)[nH]nc(C)c2=O)cc1
1.6% | -2% | CCc1nc(SC)[nH]c(=O)c1C
-2.5% | . | COc1cc2cc(C(=O)O)[nH]c2c(OC)c1OC
0.2% | . | COc1cc(C(=O)N(Cc2cccc(Cl)c2)C2CCS(=O)(=O)C2)cc(OC)c1OC (configuration not stated)
2.0% | . | COCCn1nnnc1CN1CCC(C)CC1

Single records, as listed above. Screens in order: Hsp70 inhibitors | MKP-3 inhibition
CCc1nc(SC)[nH]c(=O)c1C across the screens: 1.6% | -2%
CCN(CC)c1ccc(/C=N/n2c(=S)[nH]nc(C)c2=O)cc1 across the screens: -1.4% | -4%
COc1cc(C(=O)N(Cc2cccc(Cl)c2)C2CCS(=O)(=O)C2)cc(OC)c1OC (configuration not stated) across the screens: 0.2% | .
CSCc1nnc(NC(=O)c2ccc(S(=O)(=O)N(CC(C)C)CC(C)C)cc2)o1 across the screens: -3.7% | -10%

Going on with the list.
Hsp70 inhibitors | MKP-3 inhibition | mol
-0.3% | -8% | Cc1nc2ccccc2c2c1C(=O)N(C(C)C)C2=O
-0.4% | -9% | CC(C)c1ccc(-c2nnn(Cc3nc4ccccc4s3)n2)cc1
3.2% | -9% | O=C(Nc1cccnc1)c1ccc(Oc2ccccc2)cc1
0.5% | -5% | Clc1ccc2oc(-c3ccccn3)nc2c1
-5.1% | -5% | O=C(Nc1nc(-c2ccccn2)cs1)C1COc2ccccc2O1 (configuration not stated)
8.7% | 2% | O=C(O)c1ccc(NS(=O)(=O)c2cccc3cccnc23)cc1O
1.2% | 10% | CCC(c1nnnn1Cc1ccc2c(c1)OCO2)N1CCN(c2ccc(OC)cc2)CC1 (configuration not stated)
0.7% | . | CC(=O)c1c(COC(=O)c2ccccc2)nc2ccccc2[n+]1[O-]
0.2% | 6% | CCN1C(=O)c2cccc3c(S(=O)(=O)NCc4ccco4)ccc1c23
-3.2% | 0% | CCOC(=O)c1sc(C)c2c(=O)n(CC)nnc12
-2.2% | 0% | CC1(C)Cc2nc(N)c(C#N)cc2CO1
1.5% | . | CCNC(=O)/C=C1\NC(C)(C)Cc2c1ccc1ccccc21

In the list so far, 5 have a thiophene ring, fused or not.
Hsp70 inhibitors | MKP-3 inhibition | mol
-5.2% | 2% | CCCOc1cccc(C(=O)N(Cc2cccs2)C2CCS(=O)(=O)C2)c1 (configuration not stated)
-3.2% | 0% | Cc1cc2c(=O)n(Cc3ccco3)c(SCC(=O)c3ccc(Cl)s3)nc2s1
1.7% | -5% | Cn1c(=O)c2c3c(sc2n2c(SCc4ccc5c(c4)OCO5)nnc12)COC(C)(C)C3
-2.3% | -3% | O=C(Nc1cc(C(F)(F)F)ccc1Cl)c1nn2c(c1Br)NC(c1cccs1)CC2C(F)(F)F (configuration not stated)
-3.2% | 0% | CCOC(=O)c1sc(C)c2c(=O)n(CC)nnc12

Later entries
Hsp70 inhibitors | MKP-3 inhibition | mol
1.8% | -13% | COCc1nnc(NC(=O)CSc2ccc(C)cc2)s1
1.7% | -7% | Cc1c(NCc2nc3ccccc3[nH]2)c(=O)n(-c2ccccc2)n1C
-0.6% | 0% | Cc1ccc(C(C)NC(=O)Cc2ccccc2)cc1 (configuration not stated)
3.7% | 2% | O=C1/C(=C/c2ccccc2Cl)SC(=S)N1c1ccc(O)cc1
5.0% | -2% | CC1CC(C)CN(C(=O)/C=C/c2ccc3c(c2)OCO3)C1 (configuration not stated)
. | 1% | Cc1noc(C)c1S(=O)(=O)NCCCN1CCN(Cc2ccccc2)CC1
-0.6% | 3% | O=[N+]([O-])c1cc(Br)c2nsnc2c1N1CCOCC1
-0.4% | -2% | CCCCCn1c(N(C)Cc2ccccc2)nc2c1c(=O)[nH]c(=O)n2C
2.1% | -9% | O=C1c2ccccc2NC(c2ccccn2)N1c1ccc(Cl)cc1 (configuration not stated)
-0.3% | -9% | Cc1cc(Oc2ccccc2)nc(OCC#N)n1
-2.1% | . | CS(=O)(=O)Nc1ccc(C(=O)N2CCN(c3ccccc3F)CC2)cc1

Source: PubChem

This is a subset. The share of hits here may be higher or lower than overall.
